TPT1 inhibitor: blocks Candida albicans tRNA 2'-phosphotransferase; recombinant caTPT1, FP RNA substrate dephosphorylation; inhibition, % at 5 µM; 0.81% of 300,000 active; AID 1962;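 active = inhibition above the mean of all tested compounds plus 3 SD, set per screening campaign, cut at about 24% in these data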;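 note: plate controls were DMSO alone for no effect and ferristatin control at 100 nM for full effect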
CTSL1 counter: blocks F. hepatica cathepsin L1 in PFM18AAP counter-screen; recombinant F. hepatica cathepsin L1, Z-Leu-Arg-MCA fluorescence; 0.49% of 300,000 active; inhibition, % at 5.96 µM;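 active = inhibition above the mean of all tested compounds plus 3 SD, set per screening campaign, cut at about 17% in these data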;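 note: 0% = plate median of test compound wells and 100% = 1 µM Z-Phe-Ala-diazomethylketone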
PP1 counter: PP1-alpha (human) inhibition in PP5 counter-screen; purified PP1alpha, OMFP fluorescence; 0.9% of 320,000 active; AID 2235; inhibition, % at 6.7 µM;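 active = inhibition above the mean inhibition of all tested compounds plus 3 SD, computed separately for each screening campaign, cut at about 15% in these data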
GASC-1 inh: blocks human GASC-1 demethylase activity; GST-JMJD2C(1-420) H3K9me3 demethylation, DELFIA europium; 0.069% of 330,000 active; inhibition, % at 2.35 µM;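 active = more than half of a compound's replicate wells show inhibition beyond 50%, single wells judged on their own value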;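 note: signal counts dimethyl H3K9 product captured on neutravidin plate; 0% = median of DMSO wells and 100% = 0.3 times that DMSO median; strong numbers were not always called active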
core dimer inh: blocks dimerization of HCV core protein. TR-FRET GST/Flag-core106 dimerization, 1536-well. inhibition, % at 5 µM. 0.33% of 300,000 active;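 active = inhibition above the mean of all tested compounds plus 3 SD, set per screening campaign, cut at about 45% in these data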
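Assay system – GST-tagged and Flag-tagged HCV core protein residues 1-106 · Quantity – core106 proteins, GST 13.5 nM and Flag 17 nM · Benchmarks – unlabelled core106 and no-GST-core106 wells · Read-out basis – percent inhibition of core106 dimerization signal · Detection – time-resolved FRET, ex 340 nm, em 617 and 671 nm · Schedule – 4 h at 22.5 °C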
procasp3 activ: activates human procaspase-3; P42574; recombinant procaspase-3 D3A, Ac-DEVD-pNA absorbance 405 nm; activation, % at 8.5 µM; 0.11% of 330,000 active;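 active = activation above the mean of all tested compounds plus 3 SD, cut at about 21% in these data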;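 note: 0% = DMSO alone and 100% = DMSO wells spiked with extra 5 µM PC-3 D3A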
Target sequence (P42574 whole entry D9A/D28A/D175A): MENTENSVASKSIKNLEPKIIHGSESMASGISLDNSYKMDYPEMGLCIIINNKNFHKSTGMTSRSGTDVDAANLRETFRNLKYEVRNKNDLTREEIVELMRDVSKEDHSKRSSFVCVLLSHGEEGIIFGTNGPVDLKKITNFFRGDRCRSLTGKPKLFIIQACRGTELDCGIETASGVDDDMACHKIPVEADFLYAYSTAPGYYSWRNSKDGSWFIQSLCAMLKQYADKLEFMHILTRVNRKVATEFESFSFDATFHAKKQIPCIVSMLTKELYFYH
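Test system: Procaspase-3 D3A mutant, all three cleavage aspartates alanine | Dosing: Single dose, 8.5 µM nominal compound, 0.8% DMSO | Schedule: 1 h preincubation, 2 h reaction | Technique: 405 nm absorbance of p-nitroaniline, reads at 0 and 120 min | Repeats: One well per compound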
procasp7 counter: activates human procaspase-7, counter-screen for procaspase-3 activators. 0.093% of 330,000 active. activation, % at 8.5 µM. P55210. recombinant procaspase-7, Ac-DEVD-pNA absorbance 405 nm; D23A/D198A/D206A triple mutant, cannot self-cleave; scale: DMSO 0, 5 µM enzyme 100;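 active = percent activation above the screen-wide mean plus 3 SD, cut at about 25% in these data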
Target sequence (P55210 whole entry D23A/D198A/D206A): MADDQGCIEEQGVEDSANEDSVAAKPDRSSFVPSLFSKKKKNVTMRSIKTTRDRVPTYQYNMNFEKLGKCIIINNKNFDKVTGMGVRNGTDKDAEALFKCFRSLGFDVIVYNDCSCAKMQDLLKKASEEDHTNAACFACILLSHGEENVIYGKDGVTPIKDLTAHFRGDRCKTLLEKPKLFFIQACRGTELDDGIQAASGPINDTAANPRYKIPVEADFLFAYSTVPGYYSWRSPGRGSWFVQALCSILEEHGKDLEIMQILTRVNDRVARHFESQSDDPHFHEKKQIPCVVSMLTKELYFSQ
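Material: Procaspase-7 triple mutant (PC-7 D3A) | Quantity: 2 µM procaspase-7 mutant as dispensed | Reagent: DEVD-pNA substrate | Times: 1 h preincubation, 2 h reaction | Technique: 405 nm absorbance of p-nitroaniline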
PP5 inh: PP5 (human) phosphatase inhibition; purified PP5c, OMFP substrate fluorescence; inhibition, % at 6.7 µM; 0.18% of 320,000 active; AID 1987;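 active = inhibition above the campaign's mean inhibition across all tested compounds plus 3 SD, cut at about 9.5% in these data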;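 note: 0% = DMSO only and 100% = 100 µM cantharidin control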
Target sequence (P53041 whole entry, looked up): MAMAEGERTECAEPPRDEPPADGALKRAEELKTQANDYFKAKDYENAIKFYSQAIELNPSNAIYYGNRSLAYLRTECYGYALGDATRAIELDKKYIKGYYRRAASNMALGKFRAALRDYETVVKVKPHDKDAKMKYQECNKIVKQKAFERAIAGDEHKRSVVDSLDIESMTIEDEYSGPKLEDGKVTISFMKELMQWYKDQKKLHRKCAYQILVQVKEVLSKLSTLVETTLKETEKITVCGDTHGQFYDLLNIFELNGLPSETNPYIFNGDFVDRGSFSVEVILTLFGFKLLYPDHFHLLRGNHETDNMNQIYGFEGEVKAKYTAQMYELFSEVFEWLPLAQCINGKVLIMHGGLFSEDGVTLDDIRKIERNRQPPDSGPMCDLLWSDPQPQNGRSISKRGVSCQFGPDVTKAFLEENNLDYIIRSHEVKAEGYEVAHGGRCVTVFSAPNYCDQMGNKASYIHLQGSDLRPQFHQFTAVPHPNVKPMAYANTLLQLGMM
Efflux pump mplx: antifungal efflux pump inhibition, Nile Red retention; S. cerevisiae Candida pump triplex; inhibition, % at 10 µM; 0.44% of 330,000 active;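 active = plate passing quality check with inhibition over a set limit, or well fluorescence over plate mean plus 4 SD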;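 note: Nile Red retained in pooled yeast measured as flow cytometry median fluorescence; 0% = buffer negative control and 100% = Enniatin B positive control; higher means more Nile Red kept so more efflux inhibition; some compounds called inactive have numbers as strong as hits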
An asterisk follows results filed as active; . = not tested or not shown; & = joins results of further samples.

SMILES	TPT1 inhibitor	CTSL1 counter	PP1 counter	GASC-1 inh	core dimer inh	procasp3 activ	procasp7 counter	PP5 inh	Efflux pump mplx
CCOC(=O)c1[nH]c(C)c(C(=O)OC(C)C(=O)Nc2ncc(Cl)cc2Cl)c1C (configuration not stated)	-1	-2	-2	-4	-1	-5	3	2.5	0.5
O=C(CSc1ccc(-c2cccc([N+](=O)[O-])c2)nn1)N1CCCCCC1	2	-2	-6	6	5	6	0	-1.9	0.3
COc1ccc(C(=O)N/C(=C\c2ccccc2)C(=O)NCc2cccnc2)cc1	-4	-1	0	7	-3	-1	-6	1.1	0.2
O=C(OCc1cccc(F)c1)c1cc2ccccc2cc1O	-4	2	4	38	-1	-4	-3	0.8	-0.2
Cc1cccc(-n2c(O)c(C=NCCCN3CCOCC3)c3ccccc3c2=O)c1	-6	0	4	-4	-3	-3	5	-0.4	0.0
COc1ccc(C2=NOC(C(=O)NC3CCCCC3)C2)cc1OC (configuration not stated)	1	1	-4	15	0	5	5	-1.4	0.0
Cc1ccc(NC(=O)COC(=O)c2cc(=O)c3ccccc3o2)c(Br)c1	.	.	.	-3	.	-3	11	.	0.1
Cc1ccccc1CN(c1ccc(C(=O)N2CCCC2)cc1)S(C)(=O)=O	-3	2	-9	10	0	-2	-9	2.6	-0.1
CCN(CC)S(=O)(=O)c1ccc(OC)c(NS(=O)(=O)c2ccc(F)cc2)c1	1	-3	-3	-3	-2	5	-2	0.1	0.0
N/C(=N\OC(=O)c1ccc2c(c1)OCO2)c1cccc(Br)c1	1	1	-9	-12	3	-1	0	0.9	-0.4
CCOc1cc(/C=N/n2c(C)nc3ccccc3c2=O)ccc1O	6	1	-5	-6	-4	-3	4	1.1	-0.1
O=C(CNC(=O)Cc1ccccc1)N=Nc1c(O)[nH]c2ccccc12	-1	0	2	20	-11	-5	-11	0.7	-0.2
C=CCn1c(SCC(=O)Nc2cc(C)on2)nc2c([nH]c3ccccc32)c1=O	0	-1	-1	6	1	1	6	0.0	-0.3
CCC(C)NC(=O)c1ccc(NC(=O)CC2SC(N3CCCC3)=NC2=O)cc1 (configuration not stated)	.	.	-2	-7	.	5	3	-0.2	0.1
Cc1ccc(NC(=O)c2cc(=O)[nH]c3ccc(S(=O)(=O)N4CCOCC4)cc23)nc1	1	-1	3	158	5	9	9	0.1	0.0
Cc1cc(N2CCCC2)nc2c(C)cccc12	0	-3	1	0	-2	-2	4	-0.1	-0.1
COc1ccccc1C(CNC(=O)c1ccc(C)c(S(=O)(=O)N2CCCCC2)c1)N(C)C (configuration not stated)	.	.	-2	-9	.	-1	0	2.8	-0.1
O=C(NC1CCC(O)CC1)c1cc(-c2ccc(Cl)cc2)nc2ccccc12 (configuration not stated)	.	.	1	1	.	2	-4	4.7	0.1
O=C(NCCN1CCOCC1)c1ccc(CSCc2cccc(Cl)c2)o1	-3	-1	-4	5	-6	-6	-4	-1.1	0.1
COCCCn1c(SCC(=O)Nc2oc(C)c3c(C)n[nH]c(=O)c23)nc2ccccc2c1=O	0	1	-8	4	1	-8	-12	-3.2	0.0
CC(=O)N1CCN(c2ccccc2NC(=O)COc2ccccc2C)CC1	2	3	-5	2	-1	0	4	-0.9	0.0
COc1ccc2nc(NC(=O)CCc3ccc(OC)c(OC)c3)sc2c1	0	1	-6	-8	0	5	0	0.8	-0.1
N#Cc1ccc(CSc2nnc(-c3cccnc3)n2-c2ccccc2)cc1	5	-1	-2	-7	-2	10	0	3.0	-0.1
CCCCCCNC(=O)CSc1nccn1Cc1ccccc1	-1	-2	1	-2	0	5	5	-1.1	-0.1
C=CCc1ccc(OCC(O)CN2CCCCC2)c(OC)c1 (configuration not stated)	-3	-6	-4	-2	-3	-2	7	2.7	0.1

Next section.
SMILES	TPT1 inhibitor	CTSL1 counter	PP1 counter	GASC-1 inh	core dimer inh	procasp3 activ	procasp7 counter	PP5 inh	Efflux pump mplx
Cc1ccc(CNC(=O)COC(=O)C2CCN(S(=O)(=O)c3cccs3)CC2)cc1	-4	-1	2	11	-2	-9	16	-1.5	-0.1
CSc1nc(N)nc2c1ncn2CC(=O)NCCCc1ccccc1	.	.	.	6	.	-1	4	.	0.1
O=C(c1ccc2c(c1)CCN2S(=O)(=O)c1ccccc1)N1CCN(c2ccc(F)cc2)CC1	-5	1	8	-22	12	2	3	0.9	-0.5
O=C(COC(=O)CNC(=O)c1ccc(Cl)c([N+](=O)[O-])c1)NC(=O)CN1CCCC1=O	2	-7	2	-13	-2	-2	7	-0.4	0.1
C=CCNC(=O)c1ccccc1NC(=O)COc1ccc(OC)cc1	-5	1	0	5	0	2	8	-0.7	-0.1
Cc1ccccc1-c1nc(CS(=O)(=O)CC(=O)NCc2ccco2)c(C)o1	-3	5	9	3	-11	6	-11	0.9	-0.2
O=C(CN(c1ccc(F)cc1)S(=O)(=O)c1ccccc1)NC1CC2CCC1C2 (configuration not stated)	-1	0	1	3	10	4	-1	4.2	0.9
CCc1ccc(NC(=O)Nn2cnnc2)cc1	10	2	-4	-17	-11	3	-4	0.3	-0.1
CCc1ccccc1NS(=O)(=O)c1c(C(=O)N2CCCCCC2)c(C)n(C)c1C	0	-5	-3	-5	-10	5	0	-3.8	0.1
CC1CCC(NC(=O)CN(C)S(=O)(=O)c2ccc3c(c2)CCC(=O)N3)CC1 (configuration not stated)	-1	-5	-3	-3	4	4	13	-0.1	-0.1
NC(=S)Nc1ccc2c(c1)OCO2	0	4	-2	-1	-1	-3	-6	-4.2	-0.1
CCOC(=O)C1CCN(C(=O)COC(=O)c2nc3nc(C)cc(C)n3n2)CC1	0	-1	-3	6	-3	-5	-2	-3.0	0.1
O=C(O)CCC/C=C\C[C@@H]1[C@@H](/C=C/[C@@H](O)COc2cccc(Cl)c2)[C@H](O)C[C@@H]1O	-4	-1	1	7	6	7	-6	-2.4	0.0
Cn1c(N)c(C(=O)COC(=O)/C=C/c2cccc(Br)c2)c(=O)n(C)c1=O	.	.	2	7	.	-9	14	2.7	0.0
Cc1c(NC(=O)c2ccc(S(=O)(=O)N(C)C)cc2)cccc1-n1cnnn1	.	.	4	-6	.	7	13	0.3	0.0
C[C@@H](O)C1NC(=O)[C@H](CCCCN)NC(=O)c2cc([N+](=O)[O-])cc(F)c2NCCCC[C@@H](C(N)=O)NC1=O (some centres not stated)	-2	15	1	-4	2	-10	-7	1.3	-0.1
CCOC(=O)N1CCN(C(=O)c2cn(C)c3ccc(S(=O)(=O)N(CC)CC)cc3c2=O)CC1	2	4	-2	8	-3	-2	14	-4.5	0.2
NC(=O)c1ccc(-n2nnnc2Oc2ccc(Br)cc2)cc1	-2	-11	-4	-8	-1	2	11	-0.4	0.2
CC(C)(C)SCCNC(=O)CN(c1ccccc1)S(=O)(=O)c1ccccc1	0	-1	-1	-4	5	5	2	0.4	0.0
COc1ccc(CCNC(=O)CCSc2nc(-c3ccco3)cc(C(F)(F)F)n2)cc1OC	-3	1	-1	-1&11	9	3	16	3.7	-0.1
O=C(NCCc1ccccc1)C1CCN(C(=O)c2ccc(F)cc2)CC1	2	-3	-5	2	6	4	-5	-1.9	-0.1
Cc1cccc(N(C)S(=O)(=O)c2nnc(NC(=O)c3ccco3)s2)c1	-5	0	0	3	4	7	-1	2.3	-0.1
O=C(Nc1ccccc1C(=O)NCc1cccnc1)c1ccccc1Cl	-1	1	2	-35	14	-6	-6	0.6	0.1
COc1ccc(CN(C)Cc2nc3cc(OC)c(OC)cc3c(=O)[nH]2)c(OC)c1	-2	3	-5	0	0	-4	4	-0.2	0.0
Cc1ccc2cccc(Oc3cnccn3)c2n1	-1	-1	-1	0	-4	3	13	0.6	-0.1

In the list so far, these contain two or more sulfur atoms:
SMILES	TPT1 inhibitor	CTSL1 counter	PP1 counter	GASC-1 inh	core dimer inh	procasp3 activ	procasp7 counter	PP5 inh	Efflux pump mplx
CCN(CC)S(=O)(=O)c1ccc(OC)c(NS(=O)(=O)c2ccc(F)cc2)c1	1	-3	-3	-3	-2	5	-2	0.1	0.0
Cc1ccc(CNC(=O)COC(=O)C2CCN(S(=O)(=O)c3cccs3)CC2)cc1	-4	-1	2	11	-2	-9	16	-1.5	-0.1
CC(C)(C)SCCNC(=O)CN(c1ccccc1)S(=O)(=O)c1ccccc1	0	-1	-1	-4	5	5	2	0.4	0.0
Cc1cccc(N(C)S(=O)(=O)c2nnc(NC(=O)c3ccco3)s2)c1	-5	0	0	3	4	7	-1	2.3	-0.1

Other entries:
SMILES	TPT1 inhibitor	CTSL1 counter	PP1 counter	GASC-1 inh	core dimer inh	procasp3 activ	procasp7 counter	PP5 inh	Efflux pump mplx
Cc1cccc(CCNS(=O)(=O)c2cnc[nH]2)c1	2	-4	-6	2	-2	2	-10	2.5	0.2
Cc1ccc(NC(=O)Cc2cn3ccsc3n2)nc1	0	-2	1	6	-3	5	9	-0.5	-0.1
CCn1c(SCC(=O)NC(=O)NCc2ccco2)nc2sc(C)c(C)c2c1=O	4	8	6	0	51*	-14	-12	-0.2	-0.2
CCCc1nnc(NC(=O)CCC(=O)N2CCN(Cc3cc(Cl)ccc3OC)CC2)s1	-2	2	-3	4	-4	5	6	1.8	-0.3
CCOc1ccc(NC(=O)NNC(=O)C(C)Oc2ccccc2OC)cc1 (configuration not stated)	1	-3	1	8	-12	1	4	2.9	0.1
CCOc1cc(NC(=S)Nc2ccccc2OC)c(OCC)cc1NC(=O)c1ccccc1C	-1	1	1	4	10	2	-15	5.3	0.1
Cc1ccc(C(C#N)c2ccc3c(C(F)(F)F)cc(C(F)(F)F)nc3n2)cc1 (configuration not stated)	-2	-1	-2	-16	19	6	0	-2.4	0.2
CCOc1ccc2nc(Cl)c(C3CC(c4ccccc4)=NN3C(=O)c3ccco3)cc2c1 (configuration not stated)	-3	0	-2	8	7	6	9	0.3	0.1
COc1ccc(C(C(=O)NC2CCCCC2)N(Cc2ccco2)C(=O)c2ccccn2)c(OC)c1 (configuration not stated)	2	-1	-4	12	6	6	8	2.2	-0.1
COc1ccc(N2CCN(C(=S)Nc3ccc(S(N)(=O)=O)cc3)CC2)cc1	0	1	-3	0	-6	-26	-24	-0.3	-0.1
COC(=O)c1ccc(/C=N/Nc2nc3ccccc3[nH]2)cc1	3	-3	2	-35	-15	-3	0	3.6	0.4
O=C(NCCN1CCOCC1)/C(=C/c1ccco1)NC(=O)c1ccccc1	-4	3	-3	0	-23	5	-1	5.2	-0.1
CC(C)(C)c1ccc(OCC(=O)NNC(=O)Nc2ccccc2)cc1	2	0	-1	19	4	7	-4	-0.1	-0.2
Cc1ccnc(NS(=O)(=O)c2ccc(NC(=O)C3CCCNC3=O)cc2)n1 (configuration not stated)	-5	-2	2	4	-2	2	1	-0.7	-0.1
O=C(NCc1cccnc1)Nc1ccccc1F	-3	0	2	-5	-1	9	4	0.2	0.3
Cc1ccccc1Cn1c(NC2CCCC2)nc2c1c(=O)[nH]c(=O)n2C	-1	4	-1	-2	10	-2	2	0.2	0.1

Entries listed so far shown as hits in core dimer inh.
Molecule	TPT1 inhibitor	GASC-1 inh	core dimer inh	procasp3 activ	PP5 inh	Efflux pump mplx
CCn1c(SCC(=O)NC(=O)NCc2ccco2)nc2sc(C)c(C)c2c1=O	4	0	51*	-14	-0.2	-0.2

Screening data (PubChem BioAssay)
